Screening data as filed in PubChem.
USP1 inh: USP1/UAF1 (human) deubiquitinase inhibition; AID 743255; Potency, µM (series often up to 57.1 µM), inactives show at the top dose activity change, negative = inhibition, most hits filed as inhibitors; O94782; 390,000 tested, 0.23% active; recombinant USP1/UAF1, Ub-Rhodamine cleavage fluorescence; further: on the % scale 0 is the no-effect control and ±100 the full control effect; nearly all actives have a fitted effect of over 60% in size; inactives centre near -12
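1 nM enzyme complex + cpd, 15 min RT; start with Ub-Rho 150nM final; kinetic fluorescence ex 480/em 540, 6 reads q60 s. Buffer 50mM HEPES pH 7.8, 0.5mM EDTA, 0.1 mg/ml BSA, 1mM TCEP, 0.01% Tween-20.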
TrxR1 substrate: is turned over as a substrate by rat TrxR1; O89049; purified TrxR1 substrate turnover, NADPH consumption readout; Potency, µM (top dose mostly 114 µM), inactives show at the top dose activity change, negative = substrate turnover; 390,000 tested, 0.01% active; AID 588456; further: on the % scale 0 is the no-effect control and ±100 the full control effect; nearly all actives have a fitted effect of over 50% in size
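Rat TrxR1, dispensed at 90 nM, was prereduced with 400 uM NADPH (final) for 5 min at ~22 deg C, then incubated with compound 15 min before 400 uM selenite. A first-read NADPH fluorescence drop versus no-compound background flagged substrates.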
12-LOX inh: ALOX12 (human) lipoxygenase inhibition; P18054; purified 12hLO, xylenol orange hydroperoxide absorbance; Potency, µM (titrated, usually from 108 µM), without a hit: at the top dose activity change, negative = inhibition, most hits filed as inhibitors; 580,000 tested, 1.1% active; AID 1671190; further: on the % scale 0 is the no-effect control and ±100 the full control effect
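Purified human 12hLO (150 nM final) in 25 mM Hepes, 0.01% Triton X-100, pH 7.0 was preincubated 15 min at room temperature with compound. Then 40 uM arachidonic acid was added, 30 min. Hydroperoxide was read by Fe-XO absorbance ratio 573/405 nm.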
RGS4 inhibitor: inhibitors of human regulator of G protein signaling 4; Transcreener GDP fluorescence polarization, RGS4-accelerated GTP hydrolysis; Potency, µM (titrated, usually from 114 µM), for inactives: at the highest dose activity change, negative = inhibition, usual class: inhibitors; 390,000 tested, 0.039% active; further: on the % scale 0 is the no-effect control and ±100 the full control effect; nearly all actives have a fitted effect of over 75% in size; some results filed as inactive show a strong effect at the top dose
Target sequence (P49798 whole entry, looked up): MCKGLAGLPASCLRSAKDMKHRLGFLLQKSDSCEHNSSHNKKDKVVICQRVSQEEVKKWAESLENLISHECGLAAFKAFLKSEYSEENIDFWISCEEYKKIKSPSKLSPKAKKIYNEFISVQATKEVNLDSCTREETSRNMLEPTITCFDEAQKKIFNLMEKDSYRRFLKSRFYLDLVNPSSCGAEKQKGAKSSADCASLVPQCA
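MLSMR compounds (23 nl, pin-transferred) preincubated 10 min at room temperature with a 500nM (2x) first reagent, then RGS4 at 900nM (2x) plus Transcreener GDP mix added; fluorescence polarization (620/688 nm) read before and after 90 min at 30 °C.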
mIDH1 inhibitor: human IDH1 R132H inhibition; O75874; IDH1-R132H enzyme, NADPH consumption, diaphorase/resazurin fluorescence; Potency, µM (top dose mostly 76.6 µM), for inactives: top-dose activity change, negative = inhibition, actives largely listed as inhibitors; 390,000 tested, 0.093% active; AID 602179; further: on the % scale 0 is the no-effect control and ±100 the full control effect; nearly all actives have a fitted effect of over 65% in size
Target sequence (O75874 whole entry R132H, stated change not applied): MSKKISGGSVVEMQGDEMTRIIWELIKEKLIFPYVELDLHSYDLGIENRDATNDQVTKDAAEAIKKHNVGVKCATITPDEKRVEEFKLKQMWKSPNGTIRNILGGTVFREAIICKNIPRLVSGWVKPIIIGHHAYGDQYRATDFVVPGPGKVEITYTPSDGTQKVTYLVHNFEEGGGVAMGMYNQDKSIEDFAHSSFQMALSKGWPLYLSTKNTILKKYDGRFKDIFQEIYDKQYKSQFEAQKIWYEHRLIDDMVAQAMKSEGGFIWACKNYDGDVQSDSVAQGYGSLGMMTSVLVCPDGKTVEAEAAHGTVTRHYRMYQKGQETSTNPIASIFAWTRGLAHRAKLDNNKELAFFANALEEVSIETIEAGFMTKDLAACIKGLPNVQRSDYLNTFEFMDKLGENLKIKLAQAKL
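IDH1-R132H (0.5 ug/mL) preincubated 30 min with compound, then NADPH (0.016 mM) and alpha-KG (2 mM) added; 80 min at RT, pH 7.5. Remaining NADPH coupled via diaphorase/resazurin to fluorescence (540/590 nm); concentration-response curves normalized to no-enzyme control.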
Vif-APOBEC3F blk: Vif-A3F binding inhibition; HeLa A3F-eYFP + Vif (tagged APOBEC3F with the HIV-1 protein that degrades it), YFP fluorescence increase; Potency, µM (doses to about 46.1 µM), without a hit: at the highest dose activity, negative = active; 390,000 tested, 0.2% active; further: % of control where 0% means no effect; nearly all actives have a fitted effect of over 65% in size
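HeLa cells stably expressing A3F-eYFP plus Vif, plated and incubated overnight at 37 deg C, then exposed to compounds overnight at 37 deg C. Blocked degradation read as raised yellow fluorescence (Ex 488/Em 500-530).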
Vif-APOBEC3G blk: blocks the Vif interaction with human APOBEC3G; HeLa A3G-eYFP + Vif (tagged APOBEC3G with the HIV-1 protein that degrades it), YFP fluorescence, overnight; AID 602310; 410,000 tested, 0.076% active; Potency, µM (top dose mostly 46.1 µM), inactives show top-dose activity, negative = active, hits mostly inhibitors;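 further: on the % scale 0 is the no-effect control and ±100 the full control effect; nearly all actives have a fitted effect of over 60% in size; hits raise eYFP signal because A3G escapes Vif-driven loss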
Target sequence (Q9HC16 whole entry, looked up): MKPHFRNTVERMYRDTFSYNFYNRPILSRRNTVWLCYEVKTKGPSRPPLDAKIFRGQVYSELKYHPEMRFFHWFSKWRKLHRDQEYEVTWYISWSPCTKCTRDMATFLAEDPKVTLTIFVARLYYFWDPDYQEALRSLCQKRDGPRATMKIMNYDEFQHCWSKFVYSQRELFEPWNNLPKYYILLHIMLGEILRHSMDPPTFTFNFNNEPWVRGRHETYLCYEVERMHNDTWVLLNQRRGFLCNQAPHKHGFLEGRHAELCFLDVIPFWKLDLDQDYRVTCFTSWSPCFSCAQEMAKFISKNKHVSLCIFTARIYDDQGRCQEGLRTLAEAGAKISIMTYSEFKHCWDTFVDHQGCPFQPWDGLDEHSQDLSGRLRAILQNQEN
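HeLa cells stably expressing Vif and C-terminally eYFP-tagged A3G, seeded overnight at 37 deg C, then exposed to compound by pintool overnight at 37 deg C. Rise in yellow fluorescence (Ex 488/Em 500-530, Acumen) marks blocked Vif-driven A3G degradation.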
rTrxR1 inhibitor: rat TrxR1 inhibition; O89049; recombinant rTrxR1, NADPH fluorescence consumption, selenite substrate; Potency, µM (series often up to 114 µM), for inactives: at the top dose activity change, negative = inhibition, actives largely listed as inhibitors; 390,000 tested, 1% active; further: on the % scale 0 is the no-effect control and ±100 the full control effect; nearly all actives have a fitted effect of over 65% in size
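Rat TrxR1 (90 nM in the dispensed reagent) was pre-reduced with 400 uM NADPH for 5 min at room temperature, then incubated with compound for 15 min. After 400 uM selenite was added, NADPH fluorescence (Ex 340/Em 450 nm) was followed for 8 min.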
RXFP1 ag: activates the human relaxin receptor RXFP1. Q9HBX9. HEK293T-RXFP1 cAMP TR-FRET, 30 min; response scale: percent of porcine relaxin response, buffer zero. AID 2676. Potency, µM (highest dose often 57.5 µM), inactives show at the highest dose activation, usual class: activators. 370,000 tested, 0.3% active; further: on the % scale 0 is the no-effect control and ±100 the full control effect; nearly all actives have a fitted effect of over 60% in size; many of its hits are not listed in these tables
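cAMP rise read by TR-FRET after 30 min, 37C compound exposure (up to 58 uM) in RXFP1-transfected HEK293 cells with Ro 20174 present. EC50 from Hill-equation fits, with 29 nM porcine relaxin as 100% and buffer as basal.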
The depositor's hits bear a star; ? = inconclusive; . = no result given; & = joins results of further samples; [ ] = dose if it differs, or a comment. The call rests on the fitted dose curve; in most records, active means well fitted curve in the direction sought with a large enough effect; inconclusive means small, poorly fitted or top-dose-only effect, or another doubt; inactive means no such curve, though single readings can be large; an effect the other way counts as inactive or inconclusive. Potency means the concentration at half of the fitted maximal effect. The list is partial, so the mix of outcomes need not match the whole.

Every second line gives: USP1 inh, TrxR1 substrate, 12-LOX inh, RGS4 inhibitor, mIDH1 inhibitor, Vif-APOBEC3F blk, Vif-APOBEC3G blk, rTrxR1 inhibitor, RXFP1 ag
- CN(CC(=O)Nc1ccc(F)cc1)C(=O)COc1ccc([N+](=O)[O-])cc1Cl
→ -18%, 9%[57.1 µM], -18%, -28%, -1%, -8%, 1%, 26%[57.1 µM], 2.5%
- COc1ccc(C)cc1S(=O)(=O)Nc1cccc(-c2ccc(N3CCCC3)nn2)c1
→ -15%, -4%[57.1 µM], -11%, -1%, -20%, -4%, 0%, -2%[57.1 µM], 2.0%
- CC(C)N1CCN(C(=O)c2cccc(Cl)c2)CC1
→ -4%, -11%, -8%, 6%, 0%, 6%, 4%, -23%, 0.0%
- CSc1cccc(NC(=O)Cn2cnc(S(=O)(=O)N3CCCC3)c2)c1
→ -10%&-28%, -1%, -3%&-8%, 6%&-20%, -9%&15%, -1%&3%, -2%&1%, 1%, 1.1%&-1.7%
- CCOc1cc(/C=C2\SC(=S)N(C(C(=O)O)c3ccccc3)C2=O)ccc1O (stereo not given)
→ ?, -15%, ?, -5%[11.4 µM], 3%, ?, -18%, 2%, 1.7%
- COCc1cc(C)nc2sc(C(=O)Nc3ccccc3O)c(N)c12
→ -13%, 1%, 4%, -20%, ., ., ., 20%, 22%
- CCCn1nnc(NC(=O)Cc2ccccc2)n1
→ -5%, 2%, 3%, 10%, 3%, -13%, 1%, 16%, 0.7%
- CCOC(=O)Cn1c(CN2CCN(C(c3ccccc3)c3ccccc3)CC2)nc2c1c(=O)n(C)c(=O)n2C
→ -9%, -7%, 18%, 26%, -8%, -12%, -4%, -12%[57.1 µM], 0.9%
- COCCn1c(C(C)C)nc2ccccc21
→ -25%, 3%, 10%, -1%, -1%, -4%, -5%, 27%, 0.4%
- COc1ccc(-c2ncncc2-c2ccc(Cl)cc2)c(O)c1
→ -13%, 5%, -1%, -24%, 9%, 20%, -1%, 5%, -1.9%
- CCN1C/C(=C/c2sccc2C)c2nc3ccccc3c(C(=O)O)c2C1
→ -26%, -7%, ?, -26%, -2%, 1%, -9%, -23%, -3.9%
- CC(C)=CC(=O)N1CCCC(N2CCN(c3ccc(F)cc3)CC2)C1 (stereo not given)
→ -22%, 7%, 0%, 3%, 5%, 5%, -6%, 10%, -0.7%
- COc1cc(-c2ccc3oc(-c4ccsc4)cc(=O)c3c2)cc(OC)c1OC
→ -14%, 5%, -1%, -29%, 8%, 3%, 4%, 18%[57.1 µM], .
- CC(=O)OCC(=O)[C@H]1CC[C@H]2[C@@H]3CC=C4C[C@@H](O)CC[C@]4(C)[C@H]3CC[C@]12C
→ -25%, 7%, 11%, -7%, -8%, 4%, -2%, 28%, 0.0%
- CCOC(=O)C1CCN(C(=O)c2sccc2Cl)CC1
→ 3%, 14%[57.1 µM], 14%, -13%, -3%, -14%, 1%, 10%, -1.5%
- CC1CCC(NC(=O)c2cccc(S(=O)(=O)N3CCN(c4ccc(F)cc4)CC3)c2)CC1 (stereo not given)
→ -18%, 7%, 3%, -16%, -8%, 5%, 0%, 15%, -0.8%
- COc1ccc(C2=NC3(CCCCC3)N(CC(=O)Nc3ccc(C(C)C)cc3)C2=O)cc1
→ -10%, 5%, -6%, -7%, ., ., ., 18%, 0.7%
- O=C(CCS(=O)(=O)c1ccccc1)NNC(=O)COc1ccc(F)cc1
→ -22%, 5%, 23%, 6%, -9%, -3%, 0%, 10%, .
- Cc1cc(C)nc(SCC(=O)N/N=C\C(Br)=C\c2ccccc2)n1
→ -11%, -5%[57.1 µM], 8%, -17%, 6%, 6%, -9%, 26%[57.1 µM], -2.2%
- CNC(=S)N/N=C/c1c(C)nn(-c2cccc(Cl)c2)c1Cl
→ -1%, -2%, 1%, 15%[11.4 µM], 4%, ?, -1%, 14%, 3.1%
- COc1cc(Cl)ccc1OCc1cc(C(=O)N2CCC(N(C)C)C2)no1 (stereo not given)
→ -9%, 4%[57.1 µM], -2%, -7%[56.9 µM], 3%, 5%, -1%, 38%[activator][57.1 µM], 0.0%
- COc1ccc(Cl)cc1NC(=O)c1cnc(N2CCCCC2)c2ccccc12
→ -11%, 12%[57.1 µM], 0%, -3%, 14%, -1%, 4%, 44%[activator][57.1 µM], 0.8%
- O=C(Cc1ccc(Br)cc1)OCC(=O)N1CCOCC1
→ -3%, 2%, -24%, 16%, 4%, 0%, -1%, 16%, .
- CCO[C@H]1OC(C(=O)N2CCN(C)CC2)=C[C@@H](c2csc3ccccc23)[C@@H]1CCCO
→ -19%, 6%, -6%, 2%, 13%, -7%, -2%, -5%, -0.9%
- COC(=O)C1=C(C)N(Cc2ccccc2)C(=O)N[C@H]1CCc1ccccc1
→ 1%, -2%, -1%, -3%, 7%, 0%, -3%, 5%, .
- CC(C)(CO)NCc1cccs1
→ -15%, 2%, 0%, -21%, 9%, -331%, -1%, 11%, -2.9%
- Cc1cc(=O)[nH]c(SCC(=O)N2CCC(C(N)=O)CC2)n1
→ -3%, 11%, 11%, -2%, 0%, -9%, -2%, 35%, 1.7%
- C=CCn1c(SCC(=O)NCC2CCCO2)nc2sc(C)c(C)c2c1=O (stereo not given)
→ -22%, -10%, -3%, -5%, 2%, 1%, 0%, -15%, 0.2%
- CCOc1cc(CNCCCN2CCOCC2)ccc1OCC(=O)NC(C)(C)C
→ -21%, -31%, -27%, 8%, 4%, -1%, 10%, -20%, 1.5%
- Cc1ccccc1-c1nnn(CC(=O)N2CCN(C(=O)c3ccco3)CC2)n1
→ -9%, -4%, ?, -13%, 9%, 4%, 1%, -15%, 1.6%
- CCOC(=O)c1cc(-c2ccc(N3CCOCC3)cc2)nn1-c1ccc(F)cc1F
→ -23%, -3%, 6%, -13%, 4%, -3%, -2%, 0%, 0.2%
- O=C1C=C(c2ccccc2C(F)(F)F)C[C@@H](c2ccc3c(c2)OCO3)C1
→ -9%, 2%[57.1 µM], -4%, 6%, -4%, -1%, -10%, 18%[57.1 µM], 0.0%
- Cc1ccc2[nH]c3ccccc3c(=O)c2c1
→ -14%, 104%[activator][57.1 µM], 62%[activator], -27%, 10%, -6%, 2%, 53%, 19%
- COCCNC(=O)C(c1ccc(Cl)cc1)N(C(=O)Cn1nnc2ccccc21)c1cccnc1 (stereo not given)
→ ?, -21%[57.1 µM], ., -10%, 6%, 0%, -10%, 17%[57.1 µM], 0.6%
- COCc1ccc(CN2CCC(n3nccc3NC(=O)c3ccc4c(c3)OCO4)CC2)o1
→ -10%, ., 5%, ., -4%, -1%, 1%, ., .
- COc1ccc(Cn2c(=O)[nH]c3cc(C(=O)NCCCN4CCCCC4)ccc3c2=O)cc1
→ -17%, 2%[57.1 µM], -1%, 15%, -3%, -12%, -2%, 17%[57.1 µM], 3.8%
- CCOC(=O)N1CCN(C(=O)CN(Cc2ccc(Cl)cc2)S(=O)(=O)c2ccc(C)cc2)CC1
→ 1%, 5%[57.1 µM], -20%, 8%, 4%, 9%, -1%, 13%, 0.9%
- Nc1nc2ccccc2n1CCOc1ccc(F)cc1
→ -20%, -2%, 9%, 22%, -4%, 2%, 0%, 16%, -0.5%
- Cc1cc(C(=O)Nc2ccccc2C(=O)O)ccc1NC(=O)COc1cccc([N+](=O)[O-])c1
→ -27%, 4%, ?, 22%, 0%, -22%, 16%, 5%, -2.8%
- CCOc1ccccc1NC(=O)NC1Cc2ccccc2C1
→ 7%, -3%, ., 6%, -5%, -8%, -1%, 4%, 0.1%
- CC1(C)NC(=O)N(CC(=O)Nc2ccc(-n3cnnn3)cc2)C1=O
→ -5%, -2%, -28%, 1%, -10%, 12%, 2%, 11%, .
- CN(C)C(CNC(=O)CSC(=S)N1CCCC1)c1ccccc1 (stereo not given)
→ -9%, 0%, -2%, 9%, 1%, -1%, 0%, ?, .
- O=C(c1ccc(F)cc1)N1C2CCC1CC(O)(c1ccc(F)cc1)C2 (stereo not given)
→ -10%, -4%, 0%, -14%, 1%, ., -5%, 9%, 0.8%
- Fc1ccccc1N1CCN(c2ncnc3[nH]ncc23)CC1
→ 1%, 4%, 23%, 3%, 3%, -18%, -5%, 13%, 2.4%
- CSc1ccccc1NC(=O)CN(C)C(C)C(=O)NC(=O)NC1CCCCC1 (stereo not given)
→ 0%, -8%[57.1 µM], 1%, 19%, 4%, -9%, 1%, 3%, 0.8%
- CC(C)(C)c1csc(NC(=O)c2cccs2)n1
→ -17%, 4%[11.4 µM], ?, -41%, 2%, 6%, 0%, -9%[11.4 µM], -0.9%
- Cc1ccc(C(=O)N2CCCC2)c(F)c1F
→ -8%, 2%, 19%, ?, 10%, -3%, 1%, 13%, 2.3%
- C#CCOCCOCCOCCNc1nc(N2CCN(C(=O)[C@H]([C@@H](C)O)n3cc(CCCCN)nn3)CC2)nc(N2CCN(C(=O)[C@H](C)n3cc(CCCN=C(N)N)nn3)CC2)n1
→ -14%, 0%[57.1 µM], ., 7%, -11%, -2%, 1%, 8%[57.1 µM], 19%
